Bioassay records (PubChem)
Mm-Cpn inhibitor: blocks the Methanococcus maripaludis chaperonin Mm-Cpn; purified Mm-Cpn ATPase, ADP Transcreener TR-FRET; Potency, µM (doses to about 76.9 µM), inactives show at the top dose activity, negative = inhibition, actives largely listed as inhibitors; 330,000 tested, 0.031% active; further: potency means the concentration at half of the fitted maximal effect; on the % scale 0 is the no-effect control and ±100 the full control effect; nearly all actives have a fitted effect of over 80% in size
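Quantitative HTS used 25 nM Mm-CPN and 10 uM ATP in magnesium/KCl Tris buffer, pH 7.4, with 1 mM DTT. Hydrolysis ran 30 min at 37°C; ADP was read by HTRF.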
HepG2 tox: counter-screen for TGF-b inhibitors: cytotoxicity in HepG2 cells; HepG2 CAGA-GFP viability, ATP luminescence, 18 h; Potency, µM (doses to about 46.1 µM), for inactives: at the highest dose activity change, negative = cytotoxicity, usual class: cytotoxic; 410,000 tested, 0.76% active; further: potency means the concentration at half of the fitted maximal effect; some results filed as inactive show a strong effect at the top dose
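CellTiter-Glo luminescence gave cytotoxicity after 18 hours at 37 degrees C. The cells were HepG2 CAGA-GFP in 1% FBS DMEM, stimulated with 500 pg/mL TGF-beta after compound addition. %Activity was normalised to no-cell wells (complete cell-killing) and DMSO (no toxicity), and curves were fitted and classified.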
A549 viability: counter-screen for Nrf2 inhibitors: cytotoxicity in A549 cells; AID 504648; Potency, µM (series often up to 46 µM), inactives show at the top dose activity change, negative = cytotoxicity, usual class: inhibitors; 390,000 tested, 0.16% active; A549 ARE-Fluc cells, CellTiter-Fluor viability, 18-24 h; further: potency means the concentration at half of the fitted maximal effect; on the % scale 0 is the no-effect control and ±100 the full control effect
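A549 ARE_Fluc cells in 5% FBS OPTI-MEM were exposed to compounds in concentration-response for 18-24 h at 37 deg C. Viability was read by CellTiter-Fluor fluorescence (Ex 405/Em 525) after 30 min, before the luciferase read.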
TGFb SMAD3 inh: inhibitors of TGF-b signaling. HepG2 CAGA-GFP TGF-b/SMAD3 reporter, GFP fluorescence, 18 h; TGF-beta stimulated, 500 pg/mL final. Potency, µM (series often up to 46.1 µM), inactives show at the top dose activity, negative = inhibition, usual class: inhibitors. 410,000 tested, 1.2% active. AID 588855; further: potency means the concentration at half of the fitted maximal effect; on the % scale 0 is the no-effect control and ±100 the full control effect; nearly all actives have a fitted effect of over 65% in size
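Smad-responsive CAGA-GFP expression was quantified in HEPG2 cells exposed to compounds and 500 pg/mL final TGF-beta for 18 h at 37 degrees C; unstimulated wells defined full inhibition.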
ATXN viability: cell viability loss in ATXN counter-screen | 400,000 tested, 0.49% active | Potency, µM (highest dose often 56.7 µM), actives largely listed as cytotoxic | S2 cells (HEK-293 line with an ATXN2-luciferase reporter) viability, CellTiter-Fluor protease fluorescence, 24 h; further: potency means the concentration at half of the fitted maximal effect; nearly all actives have a fitted effect of over 40% in size
CCT modulator: changes cytosolic chaperonin activity | purified chaperonin ATPase assay, HTRF ADP detection, 30 min | activity change, % (test concentration not listed), hits read low | 360,000 tested, 0.3% active; in the data active means activity change below about -30%; further: on the % scale 0 is the no-effect control and ±100 the full control effect
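TRiC at 40 or 20 nM final (batch-dependent) in 30 mM Tris pH 7.4, 100 mM KCl, 5 mM MgCl2, 1 mM DTT, with compound at single 76 uM and 10 uM ATP, 30 min at 37 deg C. ADP detected by HTRF Transcreener, 665/615 ratio.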
Nrf2 inh: Nrf2 pathway inhibition; A549 ARE-Fluc reporter, luciferase luminescence, 18-24 h; Potency, µM (titrated, usually from 46 µM), for inactives: at the top dose activity change, negative = inhibition, usual class: inhibitors; 360,000 tested, 2.1% active; AID 504444; further: potency means the concentration at half of the fitted maximal effect; on the % scale 0 is the no-effect control and ±100 the full control effect; nearly all actives have a fitted effect of over 60% in size
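In this cell-based qHTS, ARE-driven firefly luciferase in A549 cells reports Nrf2 activity; the luminescent signal after BugLite lysis is the measured value, with a prior CellTiter-Fluor read for cell health.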
Akt phos inh: Akt phosphorylation inhibition. activity change, % for hits at 50 µM. Neuro2A IGF-stimulated pAkt S473 HTRF, 20 min; hits give low values. 360,000 tested, 0.32% active; in the data active means activity change below about -80%; inconclusive means mostly about -51% to -80%; further: on the % scale 0 is the no-effect control and ±100 the full control effect
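Single-point screen (50 µM final compound) in Neuro2A cells stimulated 20 min with 6 nM IGF at 37 deg C. After lysis, Ser473-phosphorylated Akt read by HTRF (ex 330 nm, em 615/665 nm) as the 665/615 ratio.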
Nrf2 ARE act: Nrf2 pathway activation | AREc32 ARE-luciferase reporter (MCF7-derived line), luminescence, 24 h | Potency, µM (highest dose often 46.1 µM), for inactives: top-dose activation, actives largely listed as activators | 410,000 tested, 0.31% active | AID 624171; further: potency means the concentration at half of the fitted maximal effect; % of control where 0% means no effect; nearly all actives have a fitted effect of over 65% in size
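AREc32 cells carrying an ARE-driven firefly luciferase, 1000 cells/well in OPTI-MEM with 5% FBS, dosed after overnight attachment and incubated 24 hr at 37 deg C. Steady-Glo luminescence read after 30 min at RT.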
The depositor's hits bear a star; i = inactive; ? = inconclusive; . = not tested or not shown; [ ] = another dose, or the depositor's remark. Unless noted, the call rests on the fitted dose curve; in most records, active means well fitted curve in the direction sought with a large enough effect; inconclusive means small, poorly fitted or top-dose-only effect, or another doubt; inactive means no such curve, though single readings can be large; an effect the other way counts as inactive or inconclusive.

Values in the order – ATXN viability	HepG2 tox	Nrf2 ARE act	Mm-Cpn inhibitor	Akt phos inh	Nrf2 inh	A549 viability	CCT modulator	TGFb SMAD3 inh
> Cc1csc(NC(=O)c2cccc([N+](=O)[O-])c2C(=O)O)n1
  i	-10%	0.2%	-1%	i	1%	8%	2.0	-7%
> CCOc1ccc(NC(=O)CNc2ccc(C)cc2Cl)cc1
  i	-3%	-0.7%	-1%	i	-23%	-18%	-1.1	1%
> Cc1cc(C)nc(Sc2nc(C)nc3c2oc2ccccc23)n1
  i	7%	22%	0%	i	-6%	-1%	-1.1	?
> CN(C)c1nc(OCC(=O)NC(C)(C)C)nc(N(C)C)n1
  ?	-1%	-0.3%	1%	i	2%	-4%	-0.5	-1%
> CCCCNC(=O)C1c2cc(OC)c(OC)cc2C(=O)N(C)C1c1ccc(OC)cc1 (stereo unspecified)
  i	-14%	0.3%	-1%	i	1%	-3%	0.1	-3%
> Cc1ccc2oc(=O)n(CC(=O)OCCC(C)C)c2c1
  i	10%	-0.7%	0%	i	21%	0%	-0.3	-3%
> Cc1ccc(C)c(N2C(=O)C3C4C=CC(CC4)C3C2=O)c1 (stereo unspecified)
  ?	-6%	0.0%	1%	i	1%	3%	1.9	-23%
> COc1ccc(COC(=O)C2=C(C)NC(=O)NC2c2ccc(OC)c(OC)c2)cc1 (stereo unspecified)
  i	2%	10%	-4%	i	-1%	3%	-2.3	-1%
> O=C(CSc1nnnn1-c1ccc(F)cc1)NCc1cccs1
  i	3%	0.1%	2%	i	5%	10%	-0.4	-5%
> CCOC(=O)c1cc(S(=O)(=O)N2CCN(c3cc(Cl)ccc3C)CC2)[nH]n1
  i	-39%	-0.9%	.	.	.	6%	.	?
> CCOc1ccc(OCC)c(NC(=O)CCc2nc3cccnc3n2-c2ccccc2)c1
  i	-30%	0.6%	.	.	-4%	2%	.	1%
> Cc1cccc(NC(=O)C2CCCN(C(=O)Nc3ccccc3)C2)c1C (stereo unspecified)
  i	-7%	0.1%	0%	-110%*	11%	0%	1.1	0%
> COc1cccc(C(=O)N(Cc2ccco2)Cc2cc3cccc(C)c3[nH]c2=O)c1
  i	-1%	0.6%	-1%	i	?	0%	-0.1	-13%
> Cn1c(CNC(=O)c2ccccc2F)nnc1SCC(=O)Nc1nncs1
  i	-8%	1.8%	2%	i	0%	9%	0.9	-7%
> COc1ccc(C(=O)Nc2nonc2-c2ccc(OC)c(OC)c2)cc1Cl
  .	-29%	6.1%	.	.	?	1%	.	-19%

Only A549 viability and Nrf2 ARE act, for some of the entries so far:
SMILES,A549 viability,Nrf2 ARE act
Cn1c(CNC(=O)c2ccccc2F)nnc1SCC(=O)Nc1nncs1,9%,1.8%
COc1cccc(C(=O)N(Cc2ccco2)Cc2cc3cccc(C)c3[nH]c2=O)c1,0%,0.6%

(further entries)
Values in the order – ATXN viability	HepG2 tox	Nrf2 ARE act	Mm-Cpn inhibitor	Akt phos inh	Nrf2 inh	A549 viability	CCT modulator	TGFb SMAD3 inh
> COc1cc(S(=O)(=O)n2ccc(C)n2)c(C)cc1C
  i	2%	-0.8%	.	i	.	.	-1.0	-6%
> O=C1C2C3C=CC(C2C(=O)N1CCO)C1C(=O)N(CCO)C(=O)C31 (stereo unspecified)
  i	-14%	-0.6%	-3%	i	-18%	2%	-0.8	0%
> COc1ccc(S(=O)(=O)N2CCN(c3ccc(Cl)c(Cl)c3)CC2)c2ccccc12
  i	-22%	-0.7%	.	.	-4%	-10%	.	-6%
> COc1ccc(OC)c(C(=O)COC(=O)c2cccnc2SC)c1
  i	-26%	4.8%	0%	i	-5%	1%	-2.6	-14%
> NS(=O)(=O)c1ccc(NC(=S)NCc2cccs2)cc1
  i	3%	0.8%	1%	i	-20%	-4%	-0.1	-4%
> CC[C@H](C)[C@H](NC(N)=O)C(=O)Nc1ccccc1F
  i	-2%	-0.6%	2%	i	-30%	1%	3.3	5%
> COc1cc(/C=N/n2c(COc3ccccc3)n[nH]c2=S)cc(OC)c1OC(C)=O
  i	-15%	7.5%	0%	i	0%	0%	1.0	-19%
> CCc1nc2ccccc2c(C(=O)OCC(=O)N(CC(C)C)c2c(N)n(Cc3ccccc3)c(=O)[nH]c2=O)c1C
  i	0%	2.7%	-1%	i	?	-11%	-1.5	?
> CC(=O)NCC(=O)N(c1ccccc1)C1(C(=O)NC2CCCCC2)CCCCC1
  i	8%	-0.7%	-3%	i	1%	-2%	1.2	-14%
> CC(C)C[C@H]1CNC(=S)N1CC1CCN(CCCC2CCCCC2)CC1
  i	-56%	3.1%	.	i	-15%	-12%	0.3	?
> CCOC(=O)CNC(=O)c1cnn2cccnc12
  i	5%	-0.1%	2%	i	.	-4%	-2.1	10%
> Cc1cc(OCC(=O)NCc2nc(-c3ccccc3)no2)c(C)cc1Br
  i	-1%	-0.1%	0%	i	5%	1%	0.2	-13%
> CN(C(=O)c1ccc2c(=O)n3c(nc2c1)CCCCC3)c1ccccc1
  i	6%	-0.2%	0%	i	28%	-2%	0.8	10%
> CC(=O)Nc1cc(-c2cccc(C(=O)N(C)C)c2)cn2c(-c3cccc(C(=O)N(C)C)c3)cnc12
  i	-45%	-0.4%	.	i	.	.	-0.4	24%
> COc1ccc2c(COC(=O)CNC(=O)C34CC5CC(CC(C5)C3)C4)cc(=O)oc2c1
  i	5%	0.3%	-13%	i	-18%	-14%	-3.2	60%[activator]
> COc1ccc(CNC(=O)CN(C(=O)c2snc(C(N)=O)c2N)c2ccc(OC)c(OC)c2)cc1
  i	-4%	0.0%	-3%	i	16%	0%	1.1	27%
> COc1ccccc1-n1c(SCC(=O)N2CCCCC2)nnc1-c1ccccc1O
  i	-5%	-0.9%	0%	i	8%	-1%	-0.4	-14%
> CC(C(=O)NCCS(=O)(=O)c1ccc(Cl)cc1)S(=O)(=O)c1ccccc1 (stereo unspecified)
  i	-1%	2.4%	-3%	i	-13%	5%	-3.1	4%
> CCC(C)(C)NC(=O)C(c1cccn1C)N(C(=O)Cn1nnc2ccccc21)c1ccc(F)cc1 (stereo unspecified)
  i	11%	0.0%	0%	i	10%	-2%	0.6	0%
> Cc1ccccc1C(=O)Nc1ccc2nc(Nc3cccc(C(F)(F)F)c3)cc(C)c2c1
  i	-20%	0.2%	.	.	18µM*	?	.	14µM*
> COc1cc(/C=N/OCC(=O)Nc2cc(C)on2)ccc1OCc1ccccc1
  ?	-29%	1.3%	1%	i	19%	-9%	-3.8	4%
> O=C(O)CCCC(=O)NCCCCc1ccccc1
  i	-13%	-0.3%	-11%	i	11%	1%	1.1	0%
> Cc1ccc(S(=O)(=O)N2CCN(C(=O)C(C)Cn3cncn3)CC2)cc1 (stereo unspecified)
  i	-17%	-0.5%	-3%	i	-15%	3%	-0.9	-7%
> COc1ccccc1Nc1nc(N2CCCC2)nc(N2CCOCC2)n1
  i	5%	0.1%	.	.	?	?	.	3%
> COc1ccccc1CNc1nc(-c2ccco2)nn1C(=O)c1ccccc1[N+](=O)[O-]
  i	-38%	?	.	.	?	2%	.	-14%
> COC(=O)CSc1nc(C(C)C)nc2ccccc12
  i	3%	0.0%	-9%	i	-15%	-1%	0.7	1%
> O=C(Cn1c(-c2ccc(Cl)cc2)noc1=O)N1CCN(c2ccccc2F)CC1
  i	-22%	-0.5%	1%	.	.	-7%	-3.5	-3%
> CC(C)(C)C(=O)Nc1ccc(N2CCN(S(C)(=O)=O)CC2)cc1
  i	4%	-0.3%	1%	i	21%	1%	0.0	36%[activator]
> O=C(NCC(O)c1nc2ccccc2[nH]1)c1ccc(Br)cc1 (stereo unspecified)
  i	-21%	-1.6%	.	i	.	.	-0.6	-10%
> COc1ccc2c(CNCc3cccs3)c(C(=O)O)n(Cc3ccc(F)cc3Cl)c2c1
  i	-61%	0.1%	.	.	25%	-17%	.	?
> O=C1c2ccccc2NC(c2ccccc2Br)N1CCCN1CCOCC1 (stereo unspecified)
  i	-1%	3.9%	3%	i	3%	9%	2.6	-4%
> CC1C(=O)c2ccccc2CC1C(=O)O (stereo unspecified)
  i	10%	0.2%	.	i	12%	-5%	-1.3	14%
> Cc1cccc(NC(=S)NCc2ccncc2)c1C
  i	-28%	2.7%	3%	i	-7%	6%	0.0	13%
> CC(Oc1ccccc1Cl)C(=O)N(Cc1cccs1)C1CCS(=O)(=O)C1 (stereo unspecified)
  .	-50%	0.3%	-2%	i	-17%	2%	-4.9	0%
> Cc1sc(NC(=O)COc2ccccc2)c(C#N)c1C
  i	-13%	9.5%	-2%	i	?	1%	-0.2	-16%
> CC(C(=O)OCC(=O)c1ccc(F)cc1)N1C(=O)C2C3C=CC(C3)C2C1=O (stereo unspecified)
  i	-1%	-0.8%	1%	i	17%	4%	-0.4	0%
> Cc1nn(CC(=O)NCCC2=CCCCC2)c(C)c1[N+](=O)[O-]
  i	1%	0.5%	3%	i	11%	0%	-0.6	-18%
> COC(=O)c1ccc(NC(=O)c2ccc(NC(=O)C3CCCO3)cc2)cc1 (stereo unspecified)
  ?	23%	-0.9%	-1%	i	21%	?	-2.2	18%
> COC(=O)CCSc1nccn1Cc1ccccc1
  i	12%	-0.3%	.	i	6%	6%	-0.8	?
> N#CCc1c(C#N)c(N)nc(N2CCCC2)c1C#N
  i	-19%	17%	.	i	-11%	1%	-0.7	-23%
> COc1ccc(-c2noc(-c3ccccc3Cl)n2)cc1OC
  i	-13%	?	-4%	i	?	-6%	0.5	1%
